# Compound activity deposited in PubChem by several laboratories.
# TPT1 inhibitor = inhibitors of Candida albicans tRNA 2'-phosphotransferase TPT1; AID 1962; inhibition, % at 5 µM; 0.81% of 300,000 active; recombinant caTPT1, FP RNA substrate dephosphorylation;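 active = inhibition above the mean of all tested compounds plus 3 SD, set per screening campaign, cut at about 24% in these data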;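 note: plate controls were DMSO alone for no effect and ferristatin control at 100 nM for full effect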
# Efflux pump inh = blocks antifungal efflux pumps in multiplex yeast assay. AID 485275. S. cerevisiae Candida pump triplex, Nile Red efflux. inhibition, % at 10 µM. 0.44% of 330,000 active;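 active = plate passing quality check with inhibition over a set limit, or well fluorescence over plate mean plus 4 SD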;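 note: Nile Red retained in pooled yeast measured as flow cytometry median fluorescence; 0% = buffer negative control and 100% = Enniatin B positive control; higher means more Nile Red kept so more efflux inhibition; some compounds called inactive have numbers as strong as hits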
# JMJD2C inh = inhibitors of human GASC-1 (JMJD2C) demethylase; Q9H3R0; GST-JMJD2C(1-420) H3K9me3 demethylation, DELFIA europium; inhibition, % at 2.35 µM; 0.069% of 330,000 active;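 active = more than half of a compound's replicate wells show inhibition beyond 50%, single wells judged on their own value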;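 note: signal counts dimethyl H3K9 product captured on neutravidin plate; 0% = median of DMSO wells and 100% = 0.3 times that DMSO median; strong numbers were not always called active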
# PP5 inh = PP5 (human) phosphatase inhibition; P53041; purified PP5c, OMFP substrate fluorescence; 0.18% of 320,000 active; AID 1987; inhibition, % at 6.7 µM;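 active = inhibition above the campaign's mean inhibition across all tested compounds plus 3 SD, cut at about 9.5% in these data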;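 note: 0% = DMSO only and 100% = 100 µM cantharidin control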
# PP1 inh = blocks human PP1-alpha phosphatase, a PP5 counter-screen. purified PP1alpha, OMFP fluorescence. inhibition, % at 6.7 µM. 0.9% of 320,000 active;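 active = inhibition above the mean inhibition of all tested compounds plus 3 SD, computed separately for each screening campaign, cut at about 15% in these data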
# core dimer inh = blocks dimerization of HCV core protein; inhibition, % at 5 µM; TR-FRET GST/Flag-core106 dimerization, 1536-well; 0.33% of 300,000 active; AID 1899;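 active = inhibition above the mean of all tested compounds plus 3 SD, set per screening campaign, cut at about 45% in these data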
#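 Material: Tagged HCV core106 pair (GST and Flag) | Amount: GST-core106 13.5 nM, Flag-core106 17 nM | Medium: KF-containing HEPES buffer, pH 7.45, DTT, CHAPS, BSA | Reagent: Eu donor and XL665 acceptor anti-tag antibodies | Schedule: 4 h at 22.5 °C | Technique: Time-resolved FRET, ex 340 nm, em 617 and 671 nm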
# LYPLA2 counter = LYPLA2 (human) inhibition in PME1 counter-screen; O95372; recombinant LYPLA2, FP-Rh probe fluorescence polarization; inhibition, % at 5.9 µM; 0.38% of 320,000 active; AID 2177;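 active = inhibition above the screen-wide mean plus 3 SD, limit set per campaign, cut at about 26% in these data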;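 note: 0% = LYPLA2 with DMSO and 100% = wells lacking LYPLA2 enzyme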
# Fh CTSL1 inh = counter-screen for PFM18AAP inhibitors: inhibitors of F. hepatica cathepsin L1 | recombinant F. hepatica cathepsin L1, Z-Leu-Arg-MCA fluorescence | AID 1906 | 0.49% of 300,000 active | inhibition, % at 5.96 µM;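 active = inhibition above the mean of all tested compounds plus 3 SD, set per screening campaign, cut at about 17% in these data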;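 note: 0% = plate median of test compound wells and 100% = 1 µM Z-Phe-Ala-diazomethylketone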
# PREPL inhibitor = human PREPL enzyme inhibition | Q4J6C6 | recombinant PREPL, fluorescence polarization activity-based probe | inhibition, % at 5.96 µM | 0.68% of 320,000 active; in the data active = inhibition above about 43%;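 note: 0% = enzyme with DMSO and 100% = wells lacking enzyme; many of its hits are not listed in these tables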
# Target sequence (Q4J6C6 whole entry, looked up): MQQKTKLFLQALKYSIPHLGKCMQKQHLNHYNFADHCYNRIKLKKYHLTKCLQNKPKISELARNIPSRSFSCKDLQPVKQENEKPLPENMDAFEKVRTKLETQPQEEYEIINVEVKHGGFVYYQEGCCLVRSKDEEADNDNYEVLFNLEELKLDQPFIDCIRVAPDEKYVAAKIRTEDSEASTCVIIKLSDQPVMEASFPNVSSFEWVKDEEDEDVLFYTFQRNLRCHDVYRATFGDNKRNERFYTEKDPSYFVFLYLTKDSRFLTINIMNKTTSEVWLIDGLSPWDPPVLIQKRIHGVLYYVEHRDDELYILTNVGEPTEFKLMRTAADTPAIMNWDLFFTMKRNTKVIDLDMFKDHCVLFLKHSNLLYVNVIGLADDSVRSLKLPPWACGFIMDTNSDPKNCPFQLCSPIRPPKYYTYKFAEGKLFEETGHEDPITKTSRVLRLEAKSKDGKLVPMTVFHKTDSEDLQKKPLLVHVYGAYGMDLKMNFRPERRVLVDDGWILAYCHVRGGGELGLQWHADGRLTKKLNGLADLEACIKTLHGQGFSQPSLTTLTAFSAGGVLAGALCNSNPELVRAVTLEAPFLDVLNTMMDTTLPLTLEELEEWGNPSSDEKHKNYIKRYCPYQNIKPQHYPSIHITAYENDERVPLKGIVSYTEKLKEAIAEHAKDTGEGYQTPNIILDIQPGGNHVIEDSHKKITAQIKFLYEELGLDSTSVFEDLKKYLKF
# Numbers without * were called inactive; . = no result given.
1: Cc1ccc(S(=O)(=O)NC(CC(N)=O)C(=O)O)cc1 (stereo not given)
2: COc1ccc2cc(/C=N/NC(=O)CN(c3ccccc3)S(=O)(=O)c3ccccc3)c(Cl)nc2c1
3: COc1ccc(/C=C(\C#N)C(=O)NCC(c2ccc(F)cc2)N2CCOCC2)cc1 (stereo not given)
4: CN(CC(=O)Nc1ccccc1C(=O)NC1CC1)Cc1ccc(Cl)s1
5: CCCc1cc(=O)[nH]c(SCC(=O)c2c[nH]c3ccccc23)n1
6: CCOc1ccc(OCc2ccc(C(=O)N/N=C(\C)c3ccccn3)cc2)cc1
7: Clc1ccc(-c2onc3c2CCCC3)cc1
8: N=c1sccn1CC(=O)Nc1ccccc1Oc1ccccc1
9: Cc1[nH]c2ccccc2c1C(=O)CSC(=S)N1CCN(C)CC1
10: COc1ccccc1N1CCN(C(=O)c2cc(-c3ccc(C)cc3)on2)CC1

Screen / compound no.	1	2	3	4	5	6	7	8	9	10
JMJD2C inh	1	10	-1	15	-15	-18	1	-5	-21	0
LYPLA2 counter	-4	0	6	-1	-9	5	4	5	-3	17
TPT1 inhibitor	-1	18	-2	.	6	1	-5	-2	-6	2
Efflux pump inh	0.0	-0.1	-0.1	-0.1	-0.1	0.1	0.1	0.0	-0.1	-0.2
PP5 inh	-1.4	-0.5	0.8	1.4	0.3	3.4	-0.8	1.3	-2.3	7.3
PP1 inh	-2	4	0	2	-1	4	0	-3	0	3
PREPL inhibitor	-1	6	6	-1	20	-3	-11	6	16	20
Fh CTSL1 inh	-1	3	-1	.	-1	6	4	-4	0	5
core dimer inh	-8	16	3	.	2	9	2	-1	1	6

# Single records, from the list above.
# N=c1sccn1CC(=O)Nc1ccccc1Oc1ccccc1 reads JMJD2C inh: -5; LYPLA2 counter: 5; TPT1 inhibitor: -2; Efflux pump inh: 0.0; PP5 inh: 1.3; PP1 inh: -3; PREPL inhibitor: 6; Fh CTSL1 inh: -4; core dimer inh: -1
# CN(CC(=O)Nc1ccccc1C(=O)NC1CC1)Cc1ccc(Cl)s1 reads JMJD2C inh: 15; LYPLA2 counter: -1; TPT1 inhibitor: .; Efflux pump inh: -0.1; PP5 inh: 1.4; PP1 inh: 2; PREPL inhibitor: -1; Fh CTSL1 inh: .; core dimer inh: .

# 5 records drawn at random from the list so far:
10: COc1ccccc1N1CCN(C(=O)c2cc(-c3ccc(C)cc3)on2)CC1
9: Cc1[nH]c2ccccc2c1C(=O)CSC(=S)N1CCN(C)CC1
3: COc1ccc(/C=C(\C#N)C(=O)NCC(c2ccc(F)cc2)N2CCOCC2)cc1 (stereo not given)
1: Cc1ccc(S(=O)(=O)NC(CC(N)=O)C(=O)O)cc1 (stereo not given)
7: Clc1ccc(-c2onc3c2CCCC3)cc1

Screen / compound no.	10	9	3	1	7
JMJD2C inh	0	-21	-1	1	1
LYPLA2 counter	17	-3	6	-4	4
TPT1 inhibitor	2	-6	-2	-1	-5
Efflux pump inh	-0.2	-0.1	-0.1	0.0	0.1
PP5 inh	7.3	-2.3	0.8	-1.4	-0.8
PP1 inh	3	0	0	-2	0
PREPL inhibitor	20	16	6	-1	-11
Fh CTSL1 inh	5	0	-1	-1	4
core dimer inh	6	1	3	-8	2

# (more compounds)
11: Cc1cc(NCC2CCCCC2)nc2ccccc12
12: CCOc1ccc(NC(=O)CN(C)C(=O)c2cc(S(=O)(=O)N3CCCCC3)ccc2Cl)cc1OCC
13: O=[N+]([O-])c1ccc(N2CCN(S(=O)(=O)c3ccc4ccccc4c3)CC2)cc1NCc1ccco1
14: Cc1cccc2nc(COc3ccc4ccccc4c3Br)cn12
15: Cc1ccc(N(C)S(=O)(=O)c2ccc(C)cc2)cc1
16: NC(=O)CN1C(=O)NC2(CCCc3sccc32)C1=O (stereo not given)
17: C[C@@H]1CCC2[C@](C)(CO)[C@@H](O)CC[C@]2(C)[C@@]12CC[C@@](CO)(CC(=O)O)O2 (stereo not given in full)
18: O=C(NNC(=O)c1cnccn1)c1ccc(Cl)c(Cl)c1
19: NC(=O)CSc1nnnn1CC(CC(=O)O)c1ccccc1 (stereo not given)
20: CCN1C(=O)[C@@H]2Cc3c([nH]c4ccccc34)C(c3ccc(OC)cc3)N2C1=S (stereo not given in full)

Screen / compound no.	11	12	13	14	15	16	17	18	19	20
JMJD2C inh	-10	-3	-17	-1	57	-4	-2	9	10	-24
LYPLA2 counter	2	2	-2	-4	5	1	3	2	0	-8
TPT1 inhibitor	2	-3	-2	0	2	3	-3	-1	-6	65*
Efflux pump inh	0.1	0.1	0.1	0.4	0.0	0.1	-0.1	0.3	0.1	-0.1
PP5 inh	2.7	1.3	2.2	0.8	4.4	1.0	-0.2	2.8	-1.6	5.0
PP1 inh	-8	-1	13	6	-5	-3	0	-3	0	5
PREPL inhibitor	3	-5	-8	0	14	0	4	-7	1	-5
Fh CTSL1 inh	0	0	2	1	-3	-1	1	1	-2	1
core dimer inh	7	1	41	29	-2	-8	-5	6	-2	-5

21: CCOC(=O)c1c(C)nc2sc3c(=O)n(-c4ccc(C)cc4)cnc3c2c1-c1ccc(OC)cc1
22: COc1ccc(C2=CC(=O)C[C@H](c3ccc(F)cc3)C2)cc1OC
23: CN1C(=O)/C(=C/c2ccc(OCc3ccccc3F)cc2)NC1=S
24: O=C(NCC(c1ccco1)N1CCCCC1)c1ccc(S(=O)(=O)Nc2ccccc2)cc1 (stereo not given)
25: O=C(NNC(=S)Nc1ccc(F)cc1)[C@H]1C[C@@H]1c1ccccc1
26: Cc1nn(CC(O)c2ccccc2)c(C)c1Br (stereo not given)
27: COc1ccc(CC(=O)N(Cc2ccccc2)c2ccc(C)cc2)cc1OC

Screen / compound no.	21	22	23	24	25	26	27
JMJD2C inh	5	-6	16	1	1	-5	-2
LYPLA2 counter	7	7	-3	-1	-5	-1	-5
TPT1 inhibitor	-1	.	2	-2	0	-1	-1
Efflux pump inh	0.0	-0.1	0.0	0.0	-0.1	0.1	-0.1
PP5 inh	1.8	2.5	0.7	2.1	4.5	-2.2	-0.1
PP1 inh	-7	-2	0	-6	-8	-3	-1
PREPL inhibitor	-5	-8	6	-10	8	9	-3
Fh CTSL1 inh	-2	.	1	-3	-7	0	0
core dimer inh	0	.	7	-5	-6	-2	12

# Only part of the results is shown, so the mix of outcomes need not match the whole.
